TWEAK-Fn14 inh: TWEAK-Fn14 signaling inhibition | TWEAK-stimulated Fn14 reporter cells, luciferase luminescence, 8 h | inhibition, % at 10 µM | 360,000 tested, 2% active | AID 1159606; in the data active = inhibition above about 50%
NOD2 RIPK2 PPI: inhibitors of human NOD2-RIPK2 interaction; 360,000 tested, 0.38% active; inhibition, % at 4.98 µM; O43353; CHO BLA complementation NOD2-RIPK2, CCF4 ratio; in the data active = inhibition above about 21%;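 also: 0% = vehicle only and 100% = reference blocker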
SRC3 inh: inhibitors of human steroid receptor coactivator 3 (SRC3) | Q9Y6Q9 | HEK293 GAL4-SRC3 luciferase reporter, luminescence | inhibition, % at 3.6 µM | 360,000 tested, 0.17% active;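 active = inhibition above a per-campaign cutoff, the mean of all compounds plus 3 SD, cut at about 60% in these data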;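 also: 0% = DMSO-treated cells and 100% = gossypol-treated cells at 36 µM; higher means less SRC3-driven luciferase light from the GAL4 reporter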
Granule exo inh: lytic granule exocytosis inhibition. TALL-104 LAMP-1 surface exposure, flow cytometry; cells stimulated with thapsigargin and PMA. inhibition, % at 10 µM. 360,000 tested, 0.66% active. AID 651702;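 active = inhibition above about 55%, limit read from the data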
NCOA2 inhibitor: inhibits human steroid receptor coactivator 2 | Q15596 | HEK293 GAL4-SRC2 luciferase reporter, luminescence | inhibition, % at 9 µM | 370,000 tested, 0.17% active;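 active = inhibition above the mean inhibition of all tested compounds plus 3 SD, set per campaign, cut at about 52% in these data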;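 also: 0% = DMSO treated cells and 100% = cells given Gossypol at 36 µM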
ABHD5 PLIN5 PPI: ABHD5-PLIN5 protein interaction inhibition | Split G. princeps luciferase complementation, luminescence, 4 h | 360,000 tested, 0.78% active | inhibition, % at 4 µM;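 active = inhibition above the mean inhibition across every tested compound plus 3 SD, cut at about 22% in these data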;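 also: 0% = DMSO only wells and the 100% control is not disclosed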
SRC1 inh: human NCOA1 inhibition; Q15788; HEK293 GAL4-SRC1 luciferase reporter, luminescence; inhibition, % at 3.6 µM; 360,000 tested, 0.12% active; AID 588354;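 active = inhibition above the campaign mean plus 3 SD, with each screening campaign given its own cutoff, cut at about 60% in these data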;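 also: 0% = DMSO treated cells and 100% = gossypol at 36 µM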
COUP-TFII inh: NR2F2 (human) inhibition, primary screen; HEK293T NGFI-A luciferase reporter, luminescence; inhibition, % at 8.6 µM; 370,000 tested, 0.7% active; AID 686940;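 active = inhibition above a per-plate cutoff, mean inhibition of test wells between control levels plus 3 SD, cut at about 38% in these data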;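 also: cells cotransfected with COUP-TFII expression vector driving the NGFI-A reporter; 0% = median of COUP-TF2 test wells and 100% = reporter-only cells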
Target sequence (P24468 whole entry, looked up): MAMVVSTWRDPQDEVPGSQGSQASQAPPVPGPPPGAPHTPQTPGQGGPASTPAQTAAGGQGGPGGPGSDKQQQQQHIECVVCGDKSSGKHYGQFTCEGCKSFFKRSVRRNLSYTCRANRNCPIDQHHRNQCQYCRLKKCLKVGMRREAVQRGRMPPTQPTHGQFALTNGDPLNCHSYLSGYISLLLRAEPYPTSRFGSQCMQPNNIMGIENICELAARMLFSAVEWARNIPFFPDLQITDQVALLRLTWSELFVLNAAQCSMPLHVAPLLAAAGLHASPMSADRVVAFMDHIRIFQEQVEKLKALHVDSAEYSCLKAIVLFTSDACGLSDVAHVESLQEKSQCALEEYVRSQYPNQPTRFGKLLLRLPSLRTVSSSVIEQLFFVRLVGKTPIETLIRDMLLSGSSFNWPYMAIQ
TROY NFkB inh: inhibitors of TROY-dependent NF-kB signaling; Q293 LMP1-TROYcd NF-kB luciferase reporter, 4 h; inhibition, % at 10 µM; 360,000 tested, 0.98% active; AID 1347056;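 active = compounds whose plate-normalised and pattern-corrected inhibition of the luciferase reporter signal at the single screening dose is 50% or more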
NR5A2 inv ag: suppresses constitutive activity of human LRH-1. HEK293T StAR-luciferase reporter, LRH-1 transfected, 24 h. 360,000 tested, 0.13% active. AID 602396. O00482. inhibition, % at 3.6 µM;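 active = inhibition above the mean inhibition of all tested compounds plus 3 SD, cut at about 73% in these data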;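 also: 0% = DMSO wells and 100% = reporter-only cells lacking LRH-1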
Target sequence (O00482 whole entry, looked up): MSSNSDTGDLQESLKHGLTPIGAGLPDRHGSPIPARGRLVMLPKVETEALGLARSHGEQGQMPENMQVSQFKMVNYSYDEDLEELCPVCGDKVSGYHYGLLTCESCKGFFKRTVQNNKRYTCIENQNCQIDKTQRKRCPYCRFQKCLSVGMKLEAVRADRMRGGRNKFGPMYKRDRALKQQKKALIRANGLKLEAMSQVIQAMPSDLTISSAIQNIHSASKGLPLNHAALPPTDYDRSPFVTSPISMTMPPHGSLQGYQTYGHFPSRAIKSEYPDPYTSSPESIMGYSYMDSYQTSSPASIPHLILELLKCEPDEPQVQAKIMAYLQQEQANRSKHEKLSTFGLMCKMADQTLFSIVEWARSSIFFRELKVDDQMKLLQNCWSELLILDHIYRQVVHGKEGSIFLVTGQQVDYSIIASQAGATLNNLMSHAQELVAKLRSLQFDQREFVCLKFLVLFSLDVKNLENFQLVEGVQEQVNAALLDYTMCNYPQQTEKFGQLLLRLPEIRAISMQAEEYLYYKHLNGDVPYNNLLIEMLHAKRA
TLR9-MyD88 block: TLR9-MyD88 interaction inhibition | inhibition, % at 4.98 µM | CHO BLA complementation TLR9-MyD88, CCF4 FRET ratio | AID 504734 | 340,000 tested, 0.21% active | Q9NR96+Q99836;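 active = inhibition above the mean over all tested compounds plus 3 SD, cut at about 21% in these data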;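 also: 0% = DMSO only wells and 100% = clavulanate BLA inhibitor control wells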
An asterisk follows results filed as active; . = not tested or not shown.

SMILES	TWEAK-Fn14 inh	NOD2 RIPK2 PPI	SRC3 inh	Granule exo inh	NCOA2 inhibitor	ABHD5 PLIN5 PPI	SRC1 inh	COUP-TFII inh	TROY NFkB inh	NR5A2 inv ag	TLR9-MyD88 block
NS(=O)(=O)c1ccc(NC(=S)NCc2ccc(F)cc2)cc1	-1	5	10	-3	10	3	1	0	-5	22	-2
COc1ccc(-c2noc(-c3ccco3)n2)cc1OC	-4	-2	-127	-3	-67	-7	-121	-54	-54	-153	-6
O=C(Nc1ccccc1Cl)C1CCN(Cc2cnn(-c3ccccc3)c2-n2cccc2)CC1	17	5	-5	2	13	1	-17	20	14	12	7
CN(CC(=O)Nc1c(Cl)cccc1Cl)C(=O)C1CCN(C(=O)Nc2ccccc2)CC1	14	8	-7	4	-12	1	-9	7	-8	-5	2
CCOC(=O)N1C(=O)[C@@](CC)(c2ccccc2)N1C(=O)OCC	21	0	9	-3	-11	3	-1	4	-12	-5	7
Cn1nc(C(F)(F)F)cc1C(=O)NC1CCCCCC1	0	0	17	3	.	-1	0	.	-1	8	-6
CCOc1ccc(-c2nc(CSCC(=O)NC3CCN(Cc4ccccc4)CC3)c(C)o2)cc1	9	-5	1	4	41	-4	-6	37	15	23	0
CN1C(=O)C(=C2CCCCCC2)SC1=S	-12	2	2	1	1	-13	-16	-8	16	3	4
O=C(COC(=O)/C=C/c1ccc(OC(F)F)cc1)NC1CCCCCCC1	-12	-4	10	-4	-10	-7	0	2	9	3	-15
CC1(C)CC(=O)C2=C(C1)Oc1ncn(CCCO)c(=N)c1C2c1ccccc1 (stereo not given)	-4	-2	10	1	-18	-1	-3	-14	-19	15	0
c1coc(Cn2nnnc2CN2CCN(C3CCCCC3)CC2)c1	-9	-5	-10	2	-3	-1	-16	-1	-18	-9	-3
CSC1=N/C(=C\c2cccnc2)C(=O)N1c1ccccc1	-15	-7	-22	7	-5	1	-33	-14	-24	12	-4
CCC(C(=O)Nc1c(C)cccc1C)n1c(-c2ccc(=O)[nH]c2)nc2ccccc21 (stereo not given)	.	3	.	-2	-5	5	.	-4	.	7	.
O=C(Cc1c(Cl)cccc1Cl)OCc1ccccn1	-2	-11	-44	-13	-13	8	-21	6	-52	-38	-10
O=C(Cn1nc(Br)nc1Br)c1ccccc1	2	-4	1	-14	7	-6	-13	6	-12	-5	-1

Compound profiles (already shown). Order of values: TWEAK-Fn14 inh | NOD2 RIPK2 PPI | SRC3 inh | Granule exo inh | NCOA2 inhibitor | ABHD5 PLIN5 PPI | SRC1 inh | COUP-TFII inh | TROY NFkB inh | NR5A2 inv ag | TLR9-MyD88 block
`CN(CC(=O)Nc1c(Cl)cccc1Cl)C(=O)C1CCN(C(=O)Nc2ccccc2)CC1` across the screens: 14 | 8 | -7 | 4 | -12 | 1 | -9 | 7 | -8 | -5 | 2
`COc1ccc(-c2noc(-c3ccco3)n2)cc1OC` across the screens: -4 | -2 | -127 | -3 | -67 | -7 | -121 | -54 | -54 | -153 | -6
`CCOC(=O)N1C(=O)[C@@](CC)(c2ccccc2)N1C(=O)OCC` across the screens: 21 | 0 | 9 | -3 | -11 | 3 | -1 | 4 | -12 | -5 | 7

More structures follow:
SMILES	TWEAK-Fn14 inh	NOD2 RIPK2 PPI	SRC3 inh	Granule exo inh	NCOA2 inhibitor	ABHD5 PLIN5 PPI	SRC1 inh	COUP-TFII inh	TROY NFkB inh	NR5A2 inv ag	TLR9-MyD88 block
COc1cccc(CNC(=O)c2ccc(NS(=O)(=O)c3ccc4[nH]c(=O)[nH]c4c3)cc2)c1	-6	4	10	16	-16	3	2	-12	10	-3	3
COc1ccc(NC(=O)Nc2ccccc2C(N)=O)cc1	-20	-2	-5	4	-6	6	-2	-21	-60	0	-6
Cc1noc(C)c1C(=O)Nc1nc2ccccc2s1	-22	-2	-52	4	-50	-4	-59	-48	-77	-106	-4
COC1CCCCC1NS(=O)(=O)c1ccc(Cl)cc1 (stereo not given)	-6	-14	0	-1	13	3	-8	-6	3	-21	5
CC(C)(O)C#Cc1ccc(C(=O)NC(CCCNC(N)=O)C(=O)O)s1 (stereo not given)	12	-5	4	-2	10	0	-13	-18	-15	10	-3
CCOc1ccc(-c2nn3c(-c4ccccc4)nnc3s2)cc1	-32	2	-7	1	-11	-1	-11	-12	-16	-9	1
O=C1OC(N2CCN(C(=O)c3ccco3)CC2)c2ccccc21 (stereo not given)	7	1	6	-2	5	1	-36	-16	-1	3	3
C/C(=N\NC(=O)CC#N)C1COc2ccccc2O1 (stereo not given)	-3	12	-10	0	-3	0	-4	15	-7	4	-6
Cc1cccc(OCC(=O)N/N=C/c2ccccc2C(=O)O)c1	35	-5	25	1	-16	3	10	10	1	17	5
Cc1sc(NC(=O)CCC(=O)O)c(C#N)c1C	-6	-11	8	2	-11	5	-25	-12	9	2	1
COc1ccc2nc(SC)c(C#N)cc2c1	-13	9	-4	-1	-26	0	-15	-8	-8	0	0
COCCN1CCc2c(C)nc3c(-c4ccc(OC)c(OC)c4)cnn3c21	-6	-1	-19	2	-51	-2	-47	-18	-10	-62	-1
Cc1cccc(NC(=S)NCc2ccc(F)cc2)c1C	4	0	0	11	12	3	14	-2	-15	-3	-1
COc1ccccc1CN1CN(S(=O)(=O)c2ccccc2)c2nc3ccccc3nc21	5	5	23	-5	-21	-1	-2	-25	-4	-5	-10
CC(C)Cc1ccc(CN2CCCC(NC(=O)CCN3CCCCC3=O)C2)cc1 (stereo not given)	-4	-5	-8	6	-1	-8	12	0	3	-7	-10
COc1ccc(/C=N/NC(=O)CNC(=O)c2ccncc2)cc1OC	8	5	-5	-7	16	-1	-12	9	-9	5	1
O=C(COC(=O)C1CCC(=O)N1)Nc1ccc(Cl)cc1Cl (stereo not given)	-3	-3	3	6	5	3	-11	-9	17	9	-6
O=C([O-])c1cc(-c2ccccc2)cc(-c2ccccc2)[n+]1CCc1ccc(Cl)cc1	16	3	18	-5	-14	10	-6	-10	41	7	5
CSc1ccc(-c2c(C#N)c(N)nc3c2c(C)nn3-c2ccccc2)cc1	-5	5	8	0	-5	-6	-7	1	-5	-35	-6
COc1cc(OC)c(CN2CCc3c([nH]c4ccccc34)C2)cc1Br	25	1	-1	52	37	3	13	-9	16	14	3
CCOC(=O)c1ccc(Nc2nc(=O)c3cccnc3s2)cc1	-44	-11	-113	-1	-4	-8	-102	-2	-42	-121	0
CCOCCCNC(=O)C(c1ccccc1)N(Cc1cccs1)C(=O)CNC(=O)c1ccccc1 (stereo not given)	12	-7	10	-2	-25	-2	4	-1	-3	13	0
Cc1cc(C)c(S(=O)(=O)C(C)C)c(=O)[nH]1	-12	-7	8	-2	-7	4	-3	-31	-1	-13	-1
Cc1ccc(N=N/C(=C\O)C(=O)c2ccc(Cl)cc2)cc1	-16	-10	-32	50	-5	3	-43	-10	-41	-51	21*
Cc1cc(NC(=O)CSc2nnc(-c3ccccc3F)n2C)no1	5	1	11	-2	8	-3	6	7	3	1	1
COc1ccc(OCc2cc(C(=O)N3CCN(CC4CC4)CC3)no2)c(Cl)c1	-36	1	-32	0	-77	4	-77	-35	-26	-36	2
CCc1c(C(=O)N2CCOCC2)csc1C	12	-4	-32	-6	-27	-4	-40	-9	30	-43	-3
COc1cc2nc(N(CCCN(C)C)C(=O)c3ccc(S(=O)(=O)N(C)C4CCCCC4)cc3)sc2cc1OC	1	-4	-8	0	-12	15	-17	3	6	-4	1
CC1(Cc2ccccc2C#N)C(=O)Nc2cc(-c3ccccc3Cl)ccc21 (stereo not given)	4	-5	2	-5	-3	-6	11	20	33	8	.
COc1cccc(OCCSc2nc(C)c(Cc3ccccc3)c(=O)[nH]2)c1	9	-2	12	-4	13	-9	2	7	20	-9	-6
COc1ccc(-c2cnnc(N/N=C/c3c(C)nn(-c4ccccc4)c3Cl)n2)cc1	-32	-11	-6	-8	9	0	-11	1	-1	0	2
COC(=O)c1ccc(C(=O)OC)c(NC(=O)CN2CCN(c3ccccc3OC)CC2)c1	27	1	19	-4	-4	-1	2	5	17	-1	-3
CCOc1ccccc1NC(=O)c1cc(=O)c2ccccc2o1	3	-3	-3	-3	6	-1	2	6	1	1	5
Cc1nn(-c2cccc(Cl)c2)c2nc(-c3ccco3)cc(C(=O)O)c12	8	3	-15	0	10	7	2	2	18	23	0
Cc1ccc(-n2nnc3c(SCC(=O)NCC4CCCO4)ncnc32)cc1 (stereo not given)	43	1	6	10	.	8	9	.	11	11	-10
S=C(NCc1ccccn1)Nc1cccc(Cl)c1	-6	-3	-16	-5	-38	-5	-13	-6	-22	-17	-4
CC(=O)Nc1ccc(-n2c(C)nc(=O)c(-c3ccccc3)c2C)cc1	0	7	5	-1	2	1	-14	-17	6	18	1
Cc1nn(-c2ccc(F)cc2)c(C)c1/C=C/C(=O)N1CCNC(=O)C1	-13	-5	13	3	-11	0	5	-19	-27	-20	-5
Cc1ccn2c(C(=O)CSc3ccccc3Cl)c(C)nc2c1	-47	6	6	6	-27	-7	15	0	-12	6	4
CC1(C)CCC[C@]2(C)[C@H]3Cc4cc(O)ccc4O[C@]3(C)CC[C@@H]12	25	-2	-1	-3	0	-17	0	20	-11	16	7
COc1ccc(OC)c(NC(=O)CCNS(=O)(=O)c2cccs2)c1	5	-4	-1	0	-7	-4	14	4	1	4	-10
O=C(NC(=S)Nc1ccc(N2CCOCC2)cc1)c1ccco1	-7	1	-63	0	-70	-7	-136	-53	-36	-124	-5
COc1ccc(C2CC(c3ccccc3)=NN2C(=O)COC(=O)/C=C/c2ccc(O)c(OC)c2)cc1 (stereo not given)	-1	-3	13	-4	7	10	-2	1	-1	-9	-4
O=C(Nc1cc(Cl)ccc1Cl)c1cc(-c2ccco2)on1	5	5	-12	-5	-9	8	1	6	2	12	-5
Cc1ccc(S(=O)(=O)NC(=O)C2(C)CCN2C(=O)c2ccccc2)nc1 (stereo not given)	-28	-2	-18	5	-9	1	3	-20	-9	4	.
CCN1CCCC1CNC(=O)Cn1cnc2ccc(S(=O)(=O)N3CCC(C)CC3)cc2c1=O (stereo not given)	1	-2	7	-3	-8	-1	3	17	-23	0	0
O=C(NNS(=O)(=O)c1ccccc1)c1cccc([N+](=O)[O-])c1	26	-9	3	-3	5	11	2	7	1	-1	-10
O=C(/C=C/c1ccc(O)cc1)c1c(O)cc(O)cc1O	1	-4	2	-3	3	-7	-17	9	-16	-7	-3
Cc1ccc(C)c(S(=O)(=O)N2CCCOC2CNC(=O)C(=O)NCc2ccccc2)c1 (stereo not given)	3	-9	-59	0	2	-3	3	4	-10	-8	9
COc1ccc(/C=C(/NC(=O)c2ccco2)C(=O)N2CCc3ccccc32)cc1OC	3	-5	5	0	2	6	-4	12	17	8	-8
O=[n+]1c2c(n([O-])c3cc(F)c(N4CCCC4)cc31)CCC2	-12	-9	-12	-1	-15	2	-49	13	-18	-33	-1
N#C/C(=C\c1ccc(F)c(Br)c1)C(=O)NC1CC1	-26	9	-5	12	-14	2	7	0	-17	-21	-5
COc1cc(NS(=O)(=O)c2c(C)oc3c(F)c(F)c(F)c(F)c23)cc(OC)c1OC	13	-1	9	-2	-5	-3	6	4	-11	-3	-11
CCOC(=O)C(C)Sc1nc(N2CCOCC2)c2c(c1C#N)CC(C)(C)OC2 (stereo not given)	-17	-6	10	-5	-6	3	-11	11	-3	2	.
N#CCCN(C(=O)CN1c2cccc3cccc(c23)S1(=O)=O)c1ccccc1	1	-7	1	2	-11	4	-19	-7	-18	22	-2

From PubChem BioAssay

This is a subset; the hit share may differ from the screen's.
